Pf gametocyte – kills late stage P. falciparum gametocytes; 0.065% of 150,000 active; inhibition, % at 10.9 µM; P. falciparum stage V gametocytes, ATP luminescence, 24 h;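 active = inhibition above the mean plus 3 SD of compounds within the control limits, set per campaign, cut at about 38% in these data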;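 note: 0% = DMSO wells and 100% = medium only without gametocytes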
* hit, by the source's call. Some of the compounds tested; rates above refer to the full screens.

SMILES | Pf gametocyte
O=C(CCCN1CCC(NC(=O)c2ccccc2)CC1)c1ccc(Cl)cc1 | -12
Cc1ccc2nc(Cl)c(/C=N/NC(=O)CN3CCOCC3)cc2c1 | 7
Cc1nc(Cl)sc1C(=O)Nc1cc(F)cc(F)c1 | -24
Brc1ccccc1CN1CCN(Cc2c[nH]c3ccccc23)CC1 | 14
CC(=O)N(CCc1cccc(C)c1)Cc1cc2cc(C)ccc2[nH]c1=O | -1
CC(C)(C)CN1CCNC[C@H]1Cc1ccc(O)cc1 | 1
CCC(CO)Oc1cc(NC(=O)c2ccccc2Cl)c2ncn(C(C)C)c2c1 (configuration not stated) | 9
CCCCNC(=O)c1c(CSc2ccc(Cl)cc2)noc1C(=O)NCc1ccccc1 | -42
Oc1ccc2ccccc2c1CN1CCN(C/C=C/c2ccccc2)CC1 | -4
COc1ccc(OCCn2cnc3ccccc32)cc1 | -13
COc1cc(/C=C/C(=O)OC[C@H]2O[C@H](OC3(CO)OC(CO)C(O)C3O)[C@H](O)[C@@H](O)[C@@H]2O)ccc1O (some centres not stated) | 26
Cc1cccnc1NC(=O)Nc1ccc(Cl)cc1 | 8
COc1ccccc1CCN1CCCC(CN(C)CC(C)(C)CO)C1 (configuration not stated) | -9
OCC1(CCc2ccccc2)CCCN(C/C=C/c2ccccc2)C1 (configuration not stated) | -5
O=S(=O)(c1ccccc1)N1CCC(c2ccccc2)CC1 | -26
NC(=O)C1CCN(c2nc(-c3ccc4c(c3)OCCO4)cs2)CC1 | -8
CCOc1ccc(NC(=O)C2CC3CCC2C3)cc1 (configuration not stated) | -7
COc1cc(NC(=O)Cn2c([N+](=O)[O-])cnc2C)c(OC)cc1Cl | 12
O=C1CC(N2CCN(c3ccccc3)CC2)C(=O)N1c1cccc(Cl)c1 (configuration not stated) | 19
CS(=O)(=O)Nc1ccc(C(=O)Nc2ccc3ccccc3c2)cc1 | -5
COCc1nn2c(N)c(-c3ccccc3)cnc2c1-c1ccccc1 | -4
O=C(NCc1ccc(Cl)c(Cl)c1)C1CCCC1 | -7
Cn1nnnc1Sc1ncnc2scc(-c3ccc4c(c3)OCO4)c12 | 1
C[C@@H]1O[C@@H](OC[C@@H]2O[C@H](Oc3c(-c4ccc(O)cc4)oc4cc(O)cc(O)c4c3=O)[C@@H](O)[C@H](O)[C@H]2O)[C@H](O)[C@H](O)[C@H]1O | -14
CC1(C)CC(=O)C=C(NCCCN2CCCC2=O)C1 | -36
CC(CN1CCOCC1)OC(=O)c1ccccc1Cl (configuration not stated) | 7
CC(C)(C)c1nnc(NS(=O)(=O)c2ccc([N+](=O)[O-])cc2)s1 | -7
COc1ccc(Cc2nnc(NC(=O)c3ccc(OC)c(OC)c3)s2)cc1 | -4
COCc1cc(C)nc2sc(C(=O)Nc3ccccc3C)c(N)c12 | 3
Cc1cccc(-c2nnc(SCC(=O)O)n2Cc2ccccc2)c1 | 22
CC1(C)CC(NC(=O)c2cc(Cl)ccc2Cl)CC(C)(C)N1 | 9
FC(F)(F)c1nc(NCc2cccnc2)c2ccccc2n1 | 7
COc1ccc(C(C)NC(=O)C2CCCC2)cc1 (configuration not stated) | 7
COc1ccc(F)cc1-c1nc(N)nc(N)n1 | 20
O=C(c1cn(-c2ccccc2)nc1-c1ccncc1)n1nnc2ccccc21 | 10
CCCSc1ccc([C@@H]2[C@@H]3C(=O)N(CC)C(=O)[C@@H]3[C@]3(C(=O)OC)CCCCN23)cc1OC | 16
CCC(=O)NC(c1ccco1)c1cc(Cl)c2ccccc2c1O (configuration not stated) | -5
C[C@@H](NC(=O)c1nc[nH]c1C(=O)NCC(=O)OCc1ccccc1)c1ccccc1 | 17
O=C(NC1CCCC1)c1cc(-c2ccccc2)nc2ccccc12 | -13
CCOC(=O)C[C@H]1c2ccc(C(F)(F)F)cc2S(=O)(=O)N1c1ccccc1 | -5
Cc1ccc(C(=O)CNc2ccc(C)cc2C)cc1 | -10
CC(C)N(C(=NCc1ccccc1)NC(=O)c1ccccc1)C(C)C | 15
Cc1onc(-c2ccccc2)c1C(=O)Nc1ccc(C(=O)N2CCCCC2)cc1 | 11
Cc1cc(NC(=O)CCN2CCCCC2)ccc1Br | -9
COc1ccccc1C(NC(=O)CC(C)C)c1c(O)ccc2ccccc12 (configuration not stated) | 7
CCCc1cc(-n2ccnc2C)n2c(nc3ccccc32)c1C#N | 12
Cn1c(=O)[nH]c(=O)c2c1nc(SCC(=O)O)n2Cc1ccccc1 | -3
CCCC(C(=O)NCCC(C)C)N(Cc1ccc(OC)cc1)C(=O)c1snc(C(N)=O)c1N (configuration not stated) | -24
COc1ccc([C@H]2CC(=O)C=C(c3ccc(CO)cc3)C2)cc1 | 21
CCOC(=O)CCNC(=O)N1CCCC(N2CCN(c3ccc(OC)cc3)CC2)C1 (configuration not stated) | -1
Cc1ccc2c(c1)c1nnc(SCC(=O)Nc3ccc(N(C)C)cc3)nc1n2CC(=O)O | 3
COc1cccc(CNC(=O)Cn2nc(C)c([N+](=O)[O-])c2C)c1 | 8
N#Cc1ccccc1OCCCN1CCC(Cc2ccccc2)CC1 | 5
COc1ccc(-c2cc(C(=O)NC3CCCC3)c3ccccc3n2)cc1 | 6
Cc1cc(C)cc(NC(=O)Cn2cc(C=O)c3ccccc32)c1 | -6
CCN(CC)CC(=O)NC1CCCc2c1cnn2-c1cc(F)cc(F)c1 (configuration not stated) | 2
O=C(O)CN1C(=O)/C(=C\c2cccc(OCc3ccc(Cl)cc3Cl)c2)SC1=S | -10
CCc1cc(Cn2nc(-c3ccccc3)cc2C(=O)NCc2cccc(C(F)(F)F)c2)on1 | 3
COC(=O)C(NC(=O)CCC(=O)NC(C(=O)OC)c1ccccc1)c1ccccc1 (configuration not stated) | 6
O=C(c1ccc(CN2CCc3ccccc3C2)cc1)N1CCN(c2ccc(F)cc2)CC1 | 7

Five structures out of the list, arranged by length of the SMILES, rising.
SMILES | Pf gametocyte
COc1ccc(OCCn2cnc3ccccc32)cc1 | -13
COc1ccc(Cc2nnc(NC(=O)c3ccc(OC)c(OC)c3)s2)cc1 | -4
CCCCNC(=O)c1c(CSc2ccc(Cl)cc2)noc1C(=O)NCc1ccccc1 | -42
O=C(c1ccc(CN2CCc3ccccc3C2)cc1)N1CCN(c2ccc(F)cc2)CC1 | 7
C[C@@H](NC(=O)c1nc[nH]c1C(=O)NCC(=O)OCc1ccccc1)c1ccccc1 | 17

Remaining list, next part:
SMILES | Pf gametocyte
Cc1cc(C)nc(SCC(=O)c2ccc(C)c(C)c2)n1 | 8
CCN(CC)CCN(Cc1cc2cc3c(cc2[nH]c1=O)OCO3)C(=S)NCCOC | 6
COc1ccc(Br)cc1/C=c1\sc2nc(-c3ccco3)nn2c1=O | 23
C=C1C[C@H](O[C@@H]2O[C@H](CO)[C@@H](O)[C@H](O)[C@H]2O)[C@@H]2[C@H](OC(=O)[C@H]2C)[C@H]2[C@H](C)[C@H](O)C[C@@H]12 | -31
CC(=O)N/C(=C\c1ccc(C)o1)C(=O)NCc1ccccc1 | -24
COc1ccc(-c2sc3cc4c(cc3c2C#CC2(N)CCCCC2)OCO4)cc1 | -44
CCCCNc1c(-c2cccc(SC(C)CC)c2)nc2ccc(Cl)cn12 (configuration not stated) | -22
CCN(CC)c1nc(C(F)(F)F)nc2c1nnn2Cc1ccccc1 | 6
CC(C)(C)CC(C)(C)N=C1Nc2ccccc2NC12C[C@H]1CCC(=O)N3CC[C@@H](C2)[C@@H]13 (some centres not stated) | -5
COc1ccc(CN2CCC(=O)N(CCO)CC2)cc1OC | -23
C=C(C)Cn1c(CN(C)Cc2ccccc2)nc2c1c(=O)n(C)c(=O)n2C | 0
CCC(C)c1ccc(NC(=O)C2CC3CCC2C3)cc1 (configuration not stated) | -16
CS(=O)(=O)c1ccc2nc(NC(=O)Nc3ccccc3F)sc2c1 | -7
Cn1c(=O)n(Cc2ccccc2)c(=O)c2c1nc1n2CCCN1C1CCCCC1 | -3
CCc1ccc(C(C)NC(=O)c2cccs2)cc1 (configuration not stated) | -24
Cc1ccc2[nH]cc(CCNC(=O)C3CCCO3)c2c1 (configuration not stated) | -2
Cc1ccc(CC2C(=O)N(c3ccc(F)cc3)C(=O)C2C)cc1 (configuration not stated) | 10
CCOc1ccc(S(=O)(=O)NCCCn2ccnc2)cc1NC(C)=O | -14
O=S(=O)(NCc1ccc(F)cc1)c1cc(Br)ccc1Br | -4
CCCCN(C)C(=O)C1CCN(Cc2cccnc2)CC1 | -8
COc1ccc(NC(=O)CN2CCC(NC(=O)c3ccc(OC)cc3)CC2)cc1 | -5
Cc1ccc2c(c1)c1c3n2CCN(CC#N)C3CCC1 (configuration not stated) | -4
CCN1C(=S)N[C@@H](c2ccccc2)C(C(=O)OC)=C1C | -31
Cc1ccc(C(=O)Nc2ccccc2C(=O)O)cc1S(=O)(=O)Nc1ccc(Br)cc1 | -2
Cc1ccccc1NC(=O)c1cnn(-c2ccccc2)c1NC(=O)c1ccco1 | 13
C=Cc1ccc(C2=CC(=O)C[C@H](c3ccc(OC)cc3)C2)cc1 | 18
O=C(c1ccc(Br)cc1)N1CCCc2ccccc21 | 5
O=C1C(=O)N(CCO)C(c2ccc(Br)cc2)/C1=C(\O)c1ccccc1 (configuration not stated) | -6
COc1ccc(C(=O)CCc2ccccc2O)c(OC)c1 | -3
CCCCCCCCCCNC(=O)CCn1[nH]c(=O)c2ccccc2c1=O | -14
CN(C)c1ccc(CNc2ccccn2)cc1 | 5
COc1ccc(NC(=O)CCCCCN2C(=O)c3cccc([N+](=O)[O-])c3C2=O)c(OC)c1 | -3
CCN1C(=O)CSC1=Nc1ccc(Cl)c(Cl)c1 | -3
Fc1cccc(CNC2CCN(CCc3ccccc3)CC2)c1 | 6
O=C1N(CCCl)c2ccc(Br)cc2C12OCCO2 | -1
NNC(=O)Cn1c(-c2ccccc2)cc2ccccc21 | -1

Part of the list above, with each value named:
O=C1C(=O)N(CCO)C(c2ccc(Br)cc2)/C1=C(\O)c1ccccc1 (configuration not stated)
  Pf gametocyte: -6
COc1ccc(C(=O)CCc2ccccc2O)c(OC)c1
  Pf gametocyte: -3
CCCCCCCCCCNC(=O)CCn1[nH]c(=O)c2ccccc2c1=O
  Pf gametocyte: -14
CN(C)c1ccc(CNc2ccccn2)cc1
  Pf gametocyte: 5

More structures follow.
SMILES | Pf gametocyte
COC(=O)C1=C[C@@H](C(=O)OC)[C@@H]2C3=C(C(=O)[C@]2(CC(C)C)NC(=O)c2ccccc2)[C@H](C)n2c(=O)n(-c4ccccc4)c(=O)n2[C@@H]3C1 | 9
CCOc1nc(-c2ccccc2)ccc1-c1noc(-c2ccc(OC)c(OC)c2)n1 | 10
CCOc1ccc(-c2c(C)sc3nc[nH]c(=O)c23)cc1 | -18
O=C(O)C[C@H]1c2cc(F)ccc2S(=O)(=O)N1C1CCCC1 | -13
COc1ccc(/C=C/C(=O)Oc2ccc(C=O)cc2OC)cc1 | 1
Clc1nccnc1N/N=C/c1ccc(Br)cc1 | 5
NCCC(=O)N1c2ccccc2Sc2ccc(Cl)cc21 | 10
Cc1ccc(C(=O)N/C(=C\c2ccccc2)C(=O)NCc2ccncc2)cc1 | -8
O=C(Nc1cccc2cccnc12)c1ccccc1Cl | 13
O=S1(=O)CCOCCCN1Cc1ccc(Cl)cc1 | -3
CC(c1ccccc1)N1C(=O)c2cccnc2C1=O (configuration not stated) | 4
CN1C(=O)C(O)(C2CCCCCC2=O)c2ccccc21 (configuration not stated) | -23

Gathered by group: the entries above with a tert-butyl group (3)
SMILES | Pf gametocyte
CC(C)(C)CN1CCNC[C@H]1Cc1ccc(O)cc1 | 1
CC(C)(C)c1nnc(NS(=O)(=O)c2ccc([N+](=O)[O-])cc2)s1 | -7
CC(C)(C)CC(C)(C)N=C1Nc2ccccc2NC12C[C@H]1CCC(=O)N3CC[C@@H](C2)[C@@H]13 (some centres not stated) | -5

(list continues)
SMILES | Pf gametocyte
COc1ccccc1OCC(=O)Nc1cc(NC(=O)COc2ccccc2OC)cc(C(=O)O)c1 | 13
COC(=O)[C@]1(Cc2ccccc2)N[C@H](c2ccc(-c3ccc4c(c3)OCO4)cc2)[C@@H]2C(=O)N(C)C(=O)[C@@H]21 | 6
Cc1ccc(-c2nc3ccccc3nc2-c2ccccc2)cc1 | 30
O=C1[C@H]2[C@H](C=CC[C@H]2C(=O)N2CCN(c3ccccc3)CC2)CCN1Cc1ccccc1 | -23
C[C@H](CO)N1C[C@H](C)[C@@H](CN(C)C(=O)Nc2ccc(C(F)(F)F)cc2)Oc2ccc(NS(=O)(=O)c3ccccc3)cc2C1=O | 3
COc1ccc(OC)c(/C=N/NC(=O)c2cccc3ccccc23)c1 | 19
CCn1c(C(O)c2cc(OC)ccc2OC)nc2ccccc21 (configuration not stated) | -7
COC(=O)C1NC(=O)N2C(C(=O)OC)C(C)(C)S[C@H]12 (some centres not stated) | 29
COC(=O)c1ccc(CN2CCCC(C(=O)c3ccccc3OC)C2)cc1 (configuration not stated) | -11
CNC(=O)c1ccc(Nc2nnc(-c3ccc(O)cc3)c3ccccc23)cc1 | -2
Cc1ccccc1CN1CCN(Cc2cc3ccccc3o2)CC1CCO (configuration not stated) | -39
COc1cccc(NC(=O)c2cnc(SC)nc2)c1 | -25
Cc1cc(C)n2nc(C)c(-c3ccc(Cl)cc3)c2n1 | -2
COC(=O)c1nn(-c2ccccc2)c(Cl)c1/C=N/OCc1c(Cl)cccc1Cl | 5
CC(=O)c1ccc(N/C=C/C(=O)c2ccc(Br)cc2)cc1 | -6
O=C(NC(=O)C(F)(F)F)Nc1ccc(S(=O)(=O)Nc2nccs2)cc1 | 4
CCN1C(=O)[C@@H]2[C@@H](c3ccc(-c4ccc(F)cc4)c(OC)c3)N3CCC[C@@]3(C(=O)OC)[C@@H]2C1=O | -4
CCN(CC)CCCN1C(=O)C(=O)/C(=C(/O)c2c(C)nc3ccccn23)C1c1ccc(C)o1 (configuration not stated) | 3
CCN(CC)C(=O)c1[nH]cnc1C(=O)Nc1ccc(C)cc1 | 6
N/C(=N\NS(=O)(=O)c1ccccc1Cl)c1ccccn1 | 16

Entries above that have a cyano group (three):
SMILES | Pf gametocyte
CCCc1cc(-n2ccnc2C)n2c(nc3ccccc32)c1C#N | 12
N#Cc1ccccc1OCCCN1CCC(Cc2ccccc2)CC1 | 5
Cc1ccc2c(c1)c1c3n2CCN(CC#N)C3CCC1 (configuration not stated) | -4
